Assay outcomes (PubChem)
TMEM16A inh – inhibitors of mouse TMEM16A calcium-activated chloride channel; HEK293 TMEM16A/YFP iodide influx fluorescence, ionomycin; normalized B-score (activity score, 25-100; higher = stronger inhibition) at 10 µM; 310,000 tested, 1.2% active; AID 588511;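 active = ratio plate-corrected score three or more library SD toward inhibition, starting fluorescence score within five deviations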;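 note: score derived from kinetic fluorescence span divided by baseline fluorescence per well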
TRPC4 inh – blocks the mouse TRPC4 cation channel; B-score at 10 µM; Q9QUQ5; HEK293 TRPC4beta/mu-opioid, DAMGO-evoked Fluo4 calcium flux; active compounds read low; 300,000 tested, 0.39% active;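 active = B-score over 3 SD under the library average, no early fluorescence shift, positive overall ratio signal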
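material = TRPC4beta/mu-opioid receptor HEK293 cell line | probe or stimulus = sequential submaximal and maximal DAMGO stimulation | compound dosing = one concentration per compound | measured by = Fluo4 Ca2+ flux fluorescence | evaluation = integrated fluorescence ratio relative to baseline, converted to per-well B score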
TMEM16A act – mouse TMEM16A channel activation, primary screen. Q8BHY3. HEK293 TMEM16A/YFP-H148Q/I152L, iodide quench fluorescence; active compounds read low. B-score at 10 µM. 340,000 tested, 0.3% active. AID 623877;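 active = fluorescence-ratio B-score plate-corrected deviation score at least 3 library SD below zero, with starting fluorescence score within 5 deviations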;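 note: channel opened by trigger with iodide after compound preincubation; score built on the fluorescence ratio of max minus min over baseline; more negative score means more quench and so TMEM16A activation or potentiation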
TRPC4 PAM – allosteric potentiators of mouse TRPC4 channel. B-score at 10 µM. 310,000 tested, 0.42% active. Q9QUQ5. HEK293 TRPC4beta/mu-opioid, DAMGO EC20, Fluo-4 Ca2+ flux; active compounds read high;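 active = B-score of calcium response area above 5 SD of library B-scores, with initial fluorescence ratio within 5 SD of library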;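 note: B-score of integrated fluorescence ratio over time as area under calcium response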
RGS4 inh – human RGS4 inhibition; P49798; HEK293 M3R/RGS4 inducible, Fluo-4 calcium flux; active compounds read high; triggered by carbachol at its EC20; B-score at 10 µM; 310,000 tested, 0.45% active;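 active = B-score, a plate-corrected calcium signal, over three deviations above library mean, with baseline fluorescence within five deviations of library mean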;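 note: RGS4 expression induced by doxycycline in cells with stable M3 receptor; B-score is computed from the integrated fluorescence ratio over baseline after carbachol; higher B-score means a larger calcium signal and so more RGS4 inhibition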
Target sequence (P49798 whole entry, looked up): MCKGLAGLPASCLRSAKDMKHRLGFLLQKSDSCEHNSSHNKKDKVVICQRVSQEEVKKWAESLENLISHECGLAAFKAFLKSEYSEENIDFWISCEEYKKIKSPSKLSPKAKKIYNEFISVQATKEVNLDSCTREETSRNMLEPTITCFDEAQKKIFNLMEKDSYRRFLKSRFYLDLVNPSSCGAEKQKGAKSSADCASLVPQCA
MrgX1 agonist – human MrgX1 receptor agonism, primary screen; Q96LB2; MrgX1-HEK293 cells, Fluo-4 calcium fluorescence, agonist mode; active compounds read high; B-score at 10 µM; 310,000 tested, 0.44% active; AID 588627;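 active = calcium response B-score plate-corrected fluorescence ratio at least 3 library SD, with starting fluorescence B-score inside 5 SD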
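Assay system: MrgX1-expressing HEK293 cells / Amount: fifteen thousand cells per well / Doses: test compound in the initial addition of three / Timing: cells plated overnight, dye loaded 0.5 h 37 °C, 0.5 h room temperature / Technique: kinetic calcium dye fluorescence, Fluo-4 NW / Control set: positive and negative controls per plate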
MrgX1 allo act – human MrgX1 positive allosteric modulation, primary screen; MrgX1-HEK293, Fluo-4 calcium flux, FDSS; active compounds read high; B-score at 10 µM; 310,000 tested, 0.63% active;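 active = plate-corrected calcium response at least 3 library SD above typical, normal starting fluorescence, not activating the receptor alone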;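 note: compound read alongside a low EC10 to EC30 dose of BAM8-22 agonist; peak minus trough fluorescence over baseline measured at the second addition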
MrgX1 antag – human MrgX1 receptor antagonism, primary screen. Q96LB2. MRGX1-HEK293 calcium flux, Fluo-4, BAM8-22 antagonism; active compounds read low. B-score at 10 µM. 310,000 tested, 1.3% active. AID 588676;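 active = calcium-response B-score plate-corrected more than 3 library SD below zero, starting fluorescence within 5 deviations, no agonist response on first addition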;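 note: peak minus trough fluorescence over baseline after final BAM8-22 challenge near maximal dose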
TRPC6 inhibitor – inhibitors of mouse TRPC6 channel. HEK293-TRPC6, membrane potential dye, ACh-evoked depolarization; active compounds read low. AID 2553. 310,000 tested, 1.1% active. Q61143. B-score at 10 µM;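 active = B-score under library mean minus 3 SD, initial fluorescence not abnormally high, positive integrated signal ratio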;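 note: B-score derived from integrated fluorescence ratio over the kinetic read; more negative B-score means stronger inhibition of depolarization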
Target sequence (Q61143 whole entry, looked up): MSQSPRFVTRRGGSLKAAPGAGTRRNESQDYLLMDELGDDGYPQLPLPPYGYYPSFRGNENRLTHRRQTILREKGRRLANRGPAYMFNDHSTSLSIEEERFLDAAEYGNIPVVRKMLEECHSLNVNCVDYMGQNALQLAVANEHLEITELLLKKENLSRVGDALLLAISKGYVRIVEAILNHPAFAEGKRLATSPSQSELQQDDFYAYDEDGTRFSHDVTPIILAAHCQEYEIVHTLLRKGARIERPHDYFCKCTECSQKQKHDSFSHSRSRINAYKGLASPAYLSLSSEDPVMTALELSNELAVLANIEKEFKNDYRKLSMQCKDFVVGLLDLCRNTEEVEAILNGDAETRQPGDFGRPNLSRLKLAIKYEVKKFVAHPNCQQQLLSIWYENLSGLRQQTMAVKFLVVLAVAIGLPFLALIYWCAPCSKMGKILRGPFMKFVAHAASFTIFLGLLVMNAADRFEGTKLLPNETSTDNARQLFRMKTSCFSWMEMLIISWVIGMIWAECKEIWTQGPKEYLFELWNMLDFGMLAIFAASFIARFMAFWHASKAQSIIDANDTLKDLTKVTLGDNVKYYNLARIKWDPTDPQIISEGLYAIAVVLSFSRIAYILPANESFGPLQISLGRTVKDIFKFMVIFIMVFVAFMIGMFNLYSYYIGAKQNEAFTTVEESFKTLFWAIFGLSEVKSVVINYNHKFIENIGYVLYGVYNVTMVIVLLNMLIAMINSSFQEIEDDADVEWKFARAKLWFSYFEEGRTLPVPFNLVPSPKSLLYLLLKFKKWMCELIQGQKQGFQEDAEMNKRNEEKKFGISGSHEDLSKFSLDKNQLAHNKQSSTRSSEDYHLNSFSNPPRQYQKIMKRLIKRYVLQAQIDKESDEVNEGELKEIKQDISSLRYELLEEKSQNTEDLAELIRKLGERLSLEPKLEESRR
TRPC4 agonist – activators of mouse TRPC4 channel; 310,000 tested, 0.49% active; B-score at 10 µM; Q9QUQ5; AID 2237; HEK293 TRPC4beta/mu-opioid, Fluo4 calcium fluorescence; active compounds read high;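 active = B-score above 5 SD of library B-scores, and initial fluorescence ratio not above library mean plus 5 SD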;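 note: positive B-score marks a calcium rise read as TRPC4 activation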
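Material: HEK293 stable line with TRPC4beta plus mu-opioid receptor; technique: Fluo4 calcium-sensitive dye fluorescence, kinetic, 1 Hz baseline; timing: Fluo4 dye loading 45 min at room temperature, 110 s recording; controls: assay buffer as low control, maximal DAMGO as high control; read-out: integrated baseline-normalised fluorescence ratio, converted to per-well B score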
TRPC6 act – mouse TRPC6 channel activation | B-score at 10 µM | AID 2550 | HEK293-TRPC6 membrane potential dye fluorescence; active compounds read high | 310,000 tested, 0.13% active;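 active = B-score of the integrated fluorescence ratio above library mean plus 3 SD, and starting fluorescence ratio within library mean plus 5 SD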;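 note: higher score means more depolarization so channel activation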
Numbers without * were called inactive; i = inactive; . = not tested or not shown. Hits appear at their usual frequency. About 5.8% of those tested had a hit in this group.

Values in the order: TMEM16A inh | TRPC4 PAM | TRPC6 inhibitor | TMEM16A act | MrgX1 agonist | RGS4 inh | MrgX1 antag | TRPC4 agonist | MrgX1 allo act | TRPC4 inh | TRPC6 act
COc1ccccc1NS(=O)(=O)c1ccc2c(c1)NC(=O)C(C)S2 (configuration not stated)
 : i | i | i | i | i | i | i | i | i | i | i
O=C(O)c1ccc(Nc2nc3ccc(Cl)cc3[nH]2)cc1
 : i | i | i | i | i | i | i | i | i | i | i
CCOC(=O)C1CCCN(C(=O)Nc2ccccc2)C1 (configuration not stated)
 : i | i | i | i | i | i | i | i | i | i | i
CCC(=O)N1CCc2nc(-c3ccccc3)sc2C1
 : i | i | i | i | i | i | i | i | i | i | i
C/C(=N\NC(=O)C(O)c1ccccc1)c1ccc(Cl)cc1 (configuration not stated)
 : i | i | i | i | i | i | i | i | i | i | i
CCOC(=O)N1CCN(C(=O)/C(=C/c2ccccc2OC)NC(=O)c2ccccc2)CC1
 : i | i | i | i | i | i | i | i | i | i | i
Cc1n[nH]c(=S)n1Cc1ccccc1
 : i | i | i | i | i | i | i | i | i | i | i
Cc1nnc(NC(=O)CSC2CCCCC2)s1
 : i | i | i | i | i | i | i | i | i | i | i
Cn1c(CNC(=O)c2ccccc2)nnc1SCC(=O)Nc1nccs1
 : i | i | i | i | i | i | i | i | i | i | i
COc1cc(OC)c(NS(=O)(=O)c2ccc(Cl)c(C(=O)OC(C)C(=O)N3CCCC3)c2)cc1Cl (configuration not stated)
 : i | i | i | i | i | i | i | i | i | i | i
O=C1NC(=O)N(Cc2ccccc2)C1=O
 : i | i | i | i | i | i | i | i | i | i | i
O=C(CSc1nnnn1-c1ccccc1)NC1CCCc2ccccc21 (configuration not stated)
 : i | i | i | i | i | i | i | i | i | i | i
COC(=O)c1cc(CC(=O)c2ccc(O)cc2O)c(C)o1
 : i | i | i | i | i | i | i | i | i | i | i
CCOc1ccccc1NC(=O)CSc1nc2cccnc2n1C
 : i | i | i | i | i | i | i | i | i | i | i
CC(CCc1ccccc1)NC(=O)CNC(=O)c1ccccc1Br (configuration not stated)
 : i | i | i | i | i | i | i | i | i | i | i
COc1cccc(NC(=S)N2CCN(S(=O)(=O)c3ccccc3)CC2)c1
 : i | i | i | i | i | i | i | i | i | i | i
O=C(Cn1nc(-c2cccc([N+](=O)[O-])c2)c2ccccc2c1=O)Nc1cccnc1
 : i | i | i | i | i | i | i | i | i | i | i
Nc1nonc1C(=O)NCCNCc1ccccc1OCc1ccccc1F
 : i | i | i | i | i | i | i | i | i | i | i
C/C(Cl)=C/Cn1c(N2CCCC2)nc2c1c(=O)n(C)c(=O)n2C
 : i | . | . | i | i | . | i | . | i | . | .
CC(=O)Nc1ccc(NC(=O)CNC(=O)c2sc3ccccc3c2Cl)cc1
 : i | i | i | i | i | i | i | i | i | i | i
CCN1CCN(CCCNC(=O)c2ccc(NC(=O)C3=C(C)OCCS3)cc2)CC1
 : i | i | i | i | i | i | i | i | i | i | i
Cc1cccc(NC(=O)c2c(F)c(F)c(F)c(F)c2F)c1
 : i | i | i | i | i | i | i | i | i | i | i
COc1cccc(-n2c(=O)c3sccc3n(CC(=O)NCC3CCCO3)c2=O)c1 (configuration not stated)
 : i | i | i | i | i | i | i | i | i | i | i
C=CCN1C(=O)c2ccc(C(=O)N3CCN(S(=O)(=O)c4cccc(F)c4)CC3)cc2C1=O
 : i | i | i | i | i | i | i | i | i | i | i
Cc1ccc(S(=O)(=O)n2cnc3ccccc32)cc1[N+](=O)[O-]
 : i | i | i | i | i | i | i | i | i | i | i
COc1ccccc1NC1=NC(c2ccc(Cl)cc2)N=C(N)N1 (configuration not stated)
 : i | i | i | i | i | i | i | i | i | i | i
CCOC(=O)C1(Cc2ccccc2C)CCCN(C(=O)CCn2nccc2C)C1 (configuration not stated)
 : i | i | i | i | i | i | i | i | i | i | i
COc1ccccc1N1CCN(CC(O)COc2ccc(C)c(C)c2)CC1 (configuration not stated)
 : i | i | i | i | i | i | i | i | i | i | i
COc1cc(/C=N/NS(=O)(=O)c2ccc3ccccc3c2)ccc1OCc1ccc(C(=O)O)cc1
 : i | i | i | i | i | i | i | i | i | i | i
Cc1cccc(C)c1NC(=S)N(CCN(C)C)C(C)c1ccccn1 (configuration not stated)
 : i | i | i | i | i | i | i | i | i | i | i
Cc1ccc(NC(=O)C2C3C=CC4(O3)C2C(=O)N(CCN2CCOCC2)C4C(=O)NC2CCCCC2)cc1C (configuration not stated)
 : i | i | i | i | i | i | i | i | i | i | i
Cc1ccc(C)n1-c1ccc(N2CCOCC2)cc1
 : i | i | i | i | i | i | i | i | i | i | i
CC(C)c1nnc(NC(=O)CCc2ccccc2)s1
 : i | i | i | i | i | i | i | i | i | i | i
COC(=O)c1sc(SC)c2c1CC(C)(C)C/C2=N/O
 : i | i | i | i | i | i | i | i | i | i | i
CC(=O)N1CCOc2ccc(S(=O)(=O)Nc3cccc(C)c3)cc21
 : i | i | i | i | i | i | i | i | i | i | i
CN(C)CCCNC(=S)N1CCC(c2nc3ccccc3[nH]2)CC1
 : i | i | i | i | i | i | i | i | i | i | i
Cc1ccc2cc3c(N)c(C(=O)N4CCOCC4)sc3nc2c1
 : i | i | i | i | i | i | i | i | i | i | i
Cc1ccc(S(=O)(=O)NC(C(=O)Oc2ccc3c(C)c(Cl)c(=O)oc3c2)c2ccccc2)cc1 (configuration not stated)
 : i | i | i | i | i | i | i | i | i | i | i
CCN1CCN(CCOc2cccc(Cl)c2Cl)CC1
 : i | i | i | i | i | i | i | i | i | i | i
Cc1c(NC(=O)C(C)OC(=O)CCc2ccccc2)c(=O)n(-c2ccccc2)n1C (configuration not stated)
 : i | i | i | i | i | i | i | i | i | i | i
COCCCNC(=O)CCn1c(=O)c2ccccc2n(CC(=O)NCCc2ccc(OC)c(OC)c2)c1=O
 : i | i | i | i | i | i | i | i | i | i | i
COc1cc(NC(=O)NCC2CCN(Cc3ccccc3C)CC2)cc(OC)c1OC
 : i | i | i | i | i | i | i | i | i | i | i
CCOC(=O)C1CCN(C(=O)CCC2CCCC2)CC1
 : i | i | i | i | i | i | i | i | i | i | i
CCn1cc(C2=NOC(C(=O)Nc3c(C)nn(Cc4ccc(F)cc4)c3C)C2)c(C)n1 (configuration not stated)
 : . | i | i | i | . | i | . | i | . | i | i
CCOC(=O)c1c(CN2CCCCC2C)oc2ccc(OC)cc12 (configuration not stated)
 : i | i | i | i | i | i | i | i | i | i | i
O=C(N/N=C/c1cc([N+](=O)[O-])ccc1O)Nc1ccccc1
 : i | i | i | i | i | i | i | i | i | i | i
CCOC(=O)c1c(C)[nH]c(C(=O)COC(=O)CSCC(=O)N(CC)CC)c1C
 : i | i | i | i | i | i | i | i | i | i | i
COc1cccc(-n2c(C)nn(CCOc3ccccc3)c2=O)c1
 : i | i | i | i | i | i | i | i | i | i | i
CCOc1cc(C2C(C#N)=C(N)OC(C)=C2C(C)=O)c(Br)c(Br)c1OC(C)C (configuration not stated)
 : i | i | i | i | i | i | i | i | i | i | i
CCc1cc[n+](-c2nc3ccccc3nc2[N-]S(=O)(=O)c2ccc(Br)s2)cc1
 : i | i | i | i | i | i | -6.5* | i | i | i | i
COc1ccc(C(=O)Nc2ccc(N3CCN(c4ccc(OC)cc4)CC3)c(C#N)c2)cc1
 : i | i | i | i | i | i | i | i | i | i | i
C=CCNC(=O)c1ccccc1NC(=O)C1CC(=O)N(C(C)C)C1 (configuration not stated)
 : i | i | i | i | i | i | i | i | i | i | i
Cc1ccc(CN/C=C/C(=O)c2ccc(Br)cc2)cc1
 : 100* | i | i | i | i | i | i | i | i | i | i
O=C(CN(C(=O)CNC(=O)c1ccco1)c1ccc(F)c(Cl)c1)NC1CCCCC1
 : i | i | i | i | i | i | i | i | i | i | i
CC(=O)Nc1ccc(N2CCc3c(C)c(C#N)c4nc5ccccc5n4c32)cc1
 : i | i | i | . | i | i | i | i | i | i | i
CCOC(=O)Cn1nc(C)c(NC(=O)c2ccc(Cl)c([N+](=O)[O-])c2)c1C
 : i | i | i | i | i | i | i | i | i | i | i
COc1ccc2c(=O)c3c(=O)n(Cc4ccco4)c(-c4ccco4)nc3oc2c1
 : i | i | i | i | i | i | i | i | i | i | i
COC(=O)CC1Nc2ccccc2SC1=O (configuration not stated)
 : i | i | i | i | i | i | i | i | i | i | i
COc1ccc(NC(=O)c2c(C(F)(F)F)nn(C)c2SCc2ccccc2Cl)cc1
 : i | i | i | i | i | i | i | i | i | i | i
O=C(NCC1CCCO1)c1cccc(S(=O)(=O)N(Cc2ccccc2)c2ccccc2)c1 (configuration not stated)
 : i | i | i | i | i | i | i | i | i | i | i

Next part:
Values in the order: TMEM16A inh | TRPC4 PAM | TRPC6 inhibitor | TMEM16A act | MrgX1 agonist | RGS4 inh | MrgX1 antag | TRPC4 agonist | MrgX1 allo act | TRPC4 inh | TRPC6 act
O=C(CCNC(=O)c1ccccc1Cl)NCC(c1ccco1)N1CCCC1 (configuration not stated)
 : i | i | i | i | i | i | i | i | i | i | i
Nc1nn(-c2ccccc2)nc1C(=O)OCc1ccccc1
 : i | i | i | i | i | i | i | i | i | i | i
CCCCNCCOCCSc1ccc(Cl)cc1
 : i | i | i | i | i | i | i | i | i | i | i
CCN(CC)c1nc2ccccc2[nH]c1=O
 : i | i | i | i | i | i | i | i | i | i | i
CCN(CC)c1ccc(NC(=O)/C=C\c2ccccc2Cl)cc1
 : i | i | i | i | i | i | i | i | i | i | i
Cc1cc(NC(=O)Nc2ccccc2[N+](=O)[O-])no1
 : i | i | i | i | i | i | i | i | i | i | i
Cc1ccc(N/C(N)=N/c2nc(CSc3nnc(N)s3)cc(=O)[nH]2)cc1
 : i | i | i | i | i | i | i | i | i | i | i
COc1ccc(C(=O)C2CCCN(C(=O)c3ccccc3C(C)=O)C2)cc1F (configuration not stated)
 : i | i | i | i | i | i | i | i | i | i | i
CCCCCc1c(C)[nH]c2nc3ccccc3n2c1=O
 : i | i | i | i | i | i | i | i | i | i | i
